GBA enhancer – enhancers of human beta-glucosidase activity in Gaucher fibroblasts. L444P Gaucher fibroblasts, 4-MU-glucoside fluorescence, 3 days. activation, % at 10 µM. hit rate 0.44% among 30,000; in the data active = activation above about 65%;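 note: 0% = vehicle wells and 100% = positive control wells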
Target sequence (P04062 whole entry L483P): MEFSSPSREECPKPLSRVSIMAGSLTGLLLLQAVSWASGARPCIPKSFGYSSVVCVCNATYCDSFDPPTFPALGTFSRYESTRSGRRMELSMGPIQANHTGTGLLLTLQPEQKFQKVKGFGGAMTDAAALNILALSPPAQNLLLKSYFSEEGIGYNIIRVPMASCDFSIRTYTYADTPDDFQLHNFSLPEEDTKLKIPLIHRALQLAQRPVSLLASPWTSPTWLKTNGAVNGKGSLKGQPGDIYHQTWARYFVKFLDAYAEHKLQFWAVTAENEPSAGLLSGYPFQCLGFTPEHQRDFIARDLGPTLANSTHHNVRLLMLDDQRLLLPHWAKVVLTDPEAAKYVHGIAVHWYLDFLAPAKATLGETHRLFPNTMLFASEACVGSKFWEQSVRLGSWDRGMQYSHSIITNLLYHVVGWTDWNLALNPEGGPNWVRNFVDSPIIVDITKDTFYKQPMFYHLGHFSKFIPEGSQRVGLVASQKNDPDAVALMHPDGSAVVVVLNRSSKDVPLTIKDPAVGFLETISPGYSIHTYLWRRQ
The depositor's hits bear a star. Not all compounds are listed (hit frequency here may not be typical).

Results for CCCCOc1ccc(OC(=O)c2cccnc2)cc1 ?
GBA enhancer: 0

Results for Cn1c(=O)c2c(nc(SCc3nn[nH]n3)n2Cc2ccccc2F)n(C)c1=O ?
GBA enhancer: -28

Results for CCOc1ncccc1C(=O)OCCN1C(=O)c2ccccc2C1=O ?
GBA enhancer: -9

What do the screens show for `CC(C)NC(=O)Cn1c(SCC(=O)N2CCCCCC2)nc2ccccc21`?
GBA enhancer: -18

What do the screens show for `Cc1ccc2cc(S(=O)(=O)NCCCC(=O)O)ccc2c1`?
GBA enhancer: -6

Results for COCC(=O)N(C)C1(c2nnnn2CCOC(=O)Nc2cccc3ccccc23)CCCC1 ?
GBA enhancer: -24

Results for Cc1c(NC(=O)c2cc(-c3ccc4c(c3)OCO4)on2)c(=O)n(-c2ccccc2)n1C ?
GBA enhancer: 11

Results for CSc1nnc(-c2ccc(F)cc2)o1 ?
GBA enhancer: -42

Results for COc1cc2c(cc1OC)C(C(=O)Nc1ccccn1)C(c1cccnc1)N(C)C2=O (stereo not given) ?
GBA enhancer: -40

How did CCN(CC)CC(C)CNC(=O)CC(C(=O)N1CCc2ccccc21)n1ccnc1 (stereo not given) do in these assays?
GBA enhancer: -15

How did Clc1ccc(Oc2cccc(/C=N/n3cnnc3)c2)cc1 do in these assays?
GBA enhancer: -17

How did CN(C(=O)c1cccc(C#N)c1)c1nnc(C2CCOC2)s1 (stereo not given) do in these assays?
GBA enhancer: -6

Results for CCCn1nnc(NC(=O)c2ccccc2Br)n1 ?
GBA enhancer: 5

Results for COc1cc(C(C)=O)ccc1OCC(O)CN1CCN(S(=O)(=O)c2ccccc2)CC1 (stereo not given) ?
GBA enhancer: -13

Results for CCOc1ccc(Nc2nc(Cc3nnc(SCC(N)=O)o3)cs2)cc1 ?
GBA enhancer: -22

Compounds above that have an aryl methoxy group, in the order listed:
Results for COc1cc2c(cc1OC)C(C(=O)Nc1ccccn1)C(c1cccnc1)N(C)C2=O (stereo not given) ?
GBA enhancer: -40

Results for COc1cc(C(C)=O)ccc1OCC(O)CN1CCN(S(=O)(=O)c2ccccc2)CC1 (stereo not given) ?
GBA enhancer: -13

More entries
How did O=C(c1cc2c(s1)CCCCC2)N1CCN(c2ncccn2)CC1 do in these assays?
GBA enhancer: -37

What do the screens show for `CCOc1ccc(NC(=O)c2cccc(-n3cnnn3)c2)cc1`?
GBA enhancer: 41

How did O=C(NCc1ccc2c(c1)OCO2)c1cc(S(=O)(=O)N2CCCCC2)ccc1F do in these assays?
GBA enhancer: 5

What do the screens show for `CN(c1nc(-c2ccccc2)cs1)C1CCS(=O)(=O)C1` (stereo not given)?
GBA enhancer: -23

Results for Oc1c(CN2CCN(c3ccccn3)CC2)cc(Cl)c2cccnc12 ?
GBA enhancer: -22

What do the screens show for `COc1ccc2oc(=O)c(C(=O)N3CCN(c4ccccc4C)CC3)cc2c1`?
GBA enhancer: -6

Results for Cc1ccsc1C1NC(=O)c2ccccc2N1 (stereo not given) ?
GBA enhancer: -55

Results for CC(=O)C1=C(O)C(=O)N(CCN2CCOCC2)C1c1ccc(N(C)C)cc1 (stereo not given) ?
GBA enhancer: 0

How did CC(=O)NC12CC3CC(C1)CC(C(=O)OCC(=O)NC(=O)c1cccn1C)(C3)C2 do in these assays?
GBA enhancer: -6

Results for COCc1[nH]nc2c1C1(C(=O)N(C)c3ccccc31)C(C#N)=C(N)O2 (stereo not given) ?
GBA enhancer: -14

Results for COc1ccc(/C=N/n2c(SC)nnc2-c2ccccc2)cc1C ?
GBA enhancer: 7

What do the screens show for `Cc1ccc(-c2noc(CN3CCC(C(N)=O)CC3)n2)cc1`?
GBA enhancer: -18

What do the screens show for `COc1ccc(S(=O)(=O)NCc2ccccn2)cc1Cl`?
GBA enhancer: -3

What do the screens show for `Nc1c(NC2CCCCC2)c2ccccc2oc1=O`?
GBA enhancer: 4

What do the screens show for `COc1cccc(NC(=O)N2CCC(N3CCCCC3)CC2)c1`?
GBA enhancer: -3

What do the screens show for `O=C(CN1C(=O)C2(OCCCO2)c2ccccc21)NCCc1ccccc1`?
GBA enhancer: -7

What do the screens show for `O=C1CSC(c2cn(-c3ccccc3)nc2-c2ccc3c(c2)OCCO3)N1CCN1CCOCC1` (stereo not given)?
GBA enhancer: 16

How did N#CCCSc1ncnc2c1oc1ccccc12 do in these assays?
GBA enhancer: 6

What do the screens show for `Cc1ccc(CNC(=O)CCCn2c(=O)c3ccccc3n(CC(=O)NC3CCCC3)c2=O)cc1`?
GBA enhancer: -4

How did N#Cc1cc2cc3c(cc2nc1N1CCCCC1)OCCO3 do in these assays?
GBA enhancer: 1

What do the screens show for `Cc1ccc(C(=O)Nc2ccc3c(c2)nc2n3CCSC2)cc1`?
GBA enhancer: -10

How did c1ccc(-c2nc(NCc3cccnc3)c3oc4ccccc4c3n2)cc1 do in these assays?
GBA enhancer: 1

Results for CC(C)C(NC(=O)OCc1ccccc1)C(=O)OCC(=O)NCc1ccco1 (stereo not given) ?
GBA enhancer: 2

What do the screens show for `Cc1nc(SCC(=O)Nc2cc(C)on2)c2c(=O)n(C)c(=O)n(C)c2n1`?
GBA enhancer: -21

What do the screens show for `CCC(Sc1nc2cc3c(cc2c(=O)n1Cc1ccco1)OCO3)C(=O)Nc1ccccc1OC` (stereo not given)?
GBA enhancer: -74

How did O=C1CCNc2cc3ccccc3cc21 do in these assays?
GBA enhancer: 1

How did Cn1c(=O)c2cc(S(=O)(=O)NCCC(=O)NCCc3ccc(Cl)cc3)ccc2n(C)c1=O do in these assays?
GBA enhancer: -14

How did COc1ccc(C)cc1S(=O)(=O)N1CCN(Cc2ccccc2)CC1 do in these assays?
GBA enhancer: -17

How did CCCCC(=O)NC(Nc1cc(C)ccn1)(C(=O)OCC)C(F)(F)F (stereo not given) do in these assays?
GBA enhancer: 13

How did COCCCNC(=O)COc1ccc(S(=O)(=O)Nc2ccccc2)cc1 do in these assays?
GBA enhancer: -52

What do the screens show for `COC(=O)C(C)NC(=O)C12CC3CC(CC(C3)C1)C2` (stereo not given)?
GBA enhancer: 8

What do the screens show for `O=C(c1cc(Cl)cc(Cl)c1)N1CCOCC1`?
GBA enhancer: -9

How did CCOC(=O)c1c(C)[nH]c2cc(Br)c(OC)cc12 do in these assays?
GBA enhancer: -10

What do the screens show for `COc1ccc(CCNC(=O)CC2COc3ccccc3O2)cc1OC` (stereo not given)?
GBA enhancer: -24

How did COCCCNC(=O)CSC1=Nc2ccccc2C2=NC(CC(=O)NCc3ccccc3)C(=O)N12 (stereo not given) do in these assays?
GBA enhancer: -18

How did CCN(CC)C(=O)c1sc2nc(-c3ccc(OC)cc3)cn2c1C do in these assays?
GBA enhancer: 38

Results for O=C(O)c1ccc2c(c1)C(c1ccccc1)OC2=O (stereo not given) ?
GBA enhancer: 78*

How did CN1CC=C2C(C#N)=C(N)C(C#N)(C#N)C(CCc3ccccc3)C2C1 (stereo not given) do in these assays?
GBA enhancer: -12

How did COC(=O)c1ccc(NC(=O)CSc2nncn2C)cc1 do in these assays?
GBA enhancer: -19

How did COc1ccc(OCC(=O)Nc2ccc(S(=O)(=O)Nc3cc(C)nc(C)n3)cc2)cc1 do in these assays?
GBA enhancer: -49

How did COc1ccc(S(=O)(=O)N2CCCN(CC(=O)C(C)(C)C)CC2)cc1 do in these assays?
GBA enhancer: -4

What do the screens show for `COc1ccc(S(=O)(=O)N2CCCCCC2)cc1C(=O)OCc1c(C)noc1C`?
GBA enhancer: -18

What do the screens show for `CC1CCCC(NC(=O)C2CCN(S(=O)(=O)N3CCC4(CC3)OCCO4)CC2)C1C` (stereo not given)?
GBA enhancer: -29

How did CCOC(=O)C1CCN(C(=O)CSc2cc(=O)n(CC)c3ccccc23)CC1 do in these assays?
GBA enhancer: -14

What do the screens show for `CCc1sc(C(=O)NC)cc1Br`?
GBA enhancer: -8

The list goes on (2 carried over from the part before).
How did CCOC(=O)C1CCN(C(=O)CSc2cc(=O)n(CC)c3ccccc23)CC1 do in these assays?
GBA enhancer: -14

What do the screens show for `CCc1sc(C(=O)NC)cc1Br`?
GBA enhancer: -8

What do the screens show for `Cc1cccc(Nc2nc(-c3ccccn3)cs2)n1`?
GBA enhancer: 40

Results for COC(=O)C1=C(N)N(c2ccc(F)cc2)C2=C(C(=O)CCC2)C1c1ccc2c(c1)OCO2 (stereo not given) ?
GBA enhancer: 27

What do the screens show for `C=CCn1c(N)c(C(=O)OCC(C)C)c2nc3ccccc3nc21`?
GBA enhancer: -9

How did Cn1cc(C(=O)NCCN2CCN(c3cccc(Cl)c3)CC2)c2c3ccccc3n(C)c2c1=O do in these assays?
GBA enhancer: -11

How did Cc1ccc(CN2C(=O)CCC2C(=O)NCc2ccco2)cc1 (stereo not given) do in these assays?
GBA enhancer: -6

How did CSCCC(NC(=O)CCN1C(=O)c2ccccc2C1=O)C(=O)O (stereo not given) do in these assays?
GBA enhancer: -7

How did Cc1cc(C(=O)CSc2nnc(-c3ccccc3)n2-c2ccccc2)c(C)n1-c1ncn[nH]1 do in these assays?
GBA enhancer: 0

How did CCCn1c(C)cc(=O)c2cc(NC(=O)c3cnccn3)ccc21 do in these assays?
GBA enhancer: -41

How did Cc1ccc(S(=O)(=O)N2CCN(C(=O)CCC(=O)N3CCc4ccccc43)CC2)cc1 do in these assays?
GBA enhancer: -32

How did O=C(Cn1ccc2ccccc2c1=O)NCCC(=O)N1CCN(c2cccc(C(F)(F)F)c2)CC1 do in these assays?
GBA enhancer: 0

How did Cn1nnnc1Sc1ncnc2scc(-c3ccccc3)c12 do in these assays?
GBA enhancer: -33

Results for COc1ccc(NC(=O)NCc2cccnc2)cc1OC ?
GBA enhancer: 1

Results for C=C1C2(C(=O)NCc3ccco3)CCC(C2)C1(C)C (stereo not given) ?
GBA enhancer: -26

What do the screens show for `CCCn1c(NC(=O)C2CCN(S(=O)(=O)c3cccs3)CC2)nc2ccccc21`?
GBA enhancer: -10

What do the screens show for `Cc1cc(C)nc(-n2nc(C)cc2NC(=O)c2cc3ccccc3oc2=O)n1`?
GBA enhancer: 114*

Filtered by structure: the compounds so far with an NH in an aromatic ring.
Results for Cn1c(=O)c2c(nc(SCc3nn[nH]n3)n2Cc2ccccc2F)n(C)c1=O ?
GBA enhancer: -28

Results for COCc1[nH]nc2c1C1(C(=O)N(C)c3ccccc31)C(C#N)=C(N)O2 (stereo not given) ?
GBA enhancer: -14

How did CCOC(=O)c1c(C)[nH]c2cc(Br)c(OC)cc12 do in these assays?
GBA enhancer: -10

How did Cc1cc(C(=O)CSc2nnc(-c3ccccc3)n2-c2ccccc2)c(C)n1-c1ncn[nH]1 do in these assays?
GBA enhancer: 0

(next part)
What do the screens show for `COc1cccc(C(=O)NC2(C(F)(F)F)N=C3SCCN3C2=O)c1` (stereo not given)?
GBA enhancer: -29

Results for Oc1cccc(Nc2ncnc3ccccc23)c1 ?
GBA enhancer: -36

What do the screens show for `O=S1(=O)N=C(N2CCOCC2)c2ccccc21`?
GBA enhancer: 22

Results for CCOC(=O)N1CCN(C(=O)CCN2C(=O)COc3ccc(C)cc32)CC1 ?
GBA enhancer: -18

How did COC(=O)C1=C(C)Nc2ncnn2C1c1ccccn1 (stereo not given) do in these assays?
GBA enhancer: -29

What do the screens show for `O=C(Nc1ccccc1)NC1(C(=O)N2CCN(c3ncccn3)CC2)CCCCC1`?
GBA enhancer: -9

How did CCOC(=O)c1c(NC(=O)CSc2nnc(C)s2)sc2c1CCN(C)C2 do in these assays?
GBA enhancer: -17

How did O=C(CCC1CCCCC1)Nc1c2c(nn1-c1ccc(F)cc1)CS(=O)(=O)C2 do in these assays?
GBA enhancer: -65

Results for CCN(CC)S(=O)(=O)N1CCC(C(=O)NCCN2CCOCC2)CC1 ?
GBA enhancer: -20

How did COC(=O)Nc1ccc(S(=O)(=O)N2CCCCCC2)cc1 do in these assays?
GBA enhancer: -17

How did COc1ccc(OC)c(NC(=O)CSc2ccccc2)c1 do in these assays?
GBA enhancer: -7

Results for CC(C)[C@@H]1N[C@]2(C(=O)Nc3ccccc32)[C@@H]2C(=O)N(c3cccc(C(F)(F)F)c3)C(=O)[C@@H]21 ?
GBA enhancer: -21

How did CCOC(=O)c1ccc(NC(=O)NCCN2CCCCC2)cc1 do in these assays?
GBA enhancer: -2

Results for CCC(Oc1ccc2c(c1)C(=O)CC(C)(C)O2)C(=O)NCCN1CCCCCC1 (stereo not given) ?
GBA enhancer: 9

What do the screens show for `CCCN(CCC)CCNS(=O)(=O)c1ccc2c(c1)oc(=O)n2C`?
GBA enhancer: 1

Next section; the last 3 above are carried over.
How did CCOC(=O)c1ccc(NC(=O)NCCN2CCCCC2)cc1 do in these assays?
GBA enhancer: -2

Results for CCC(Oc1ccc2c(c1)C(=O)CC(C)(C)O2)C(=O)NCCN1CCCCCC1 (stereo not given) ?
GBA enhancer: 9

What do the screens show for `CCCN(CCC)CCNS(=O)(=O)c1ccc2c(c1)oc(=O)n2C`?
GBA enhancer: 1

Results for Cc1ccc(CCNC(=O)c2coc3nc4ccccc4nc23)cc1 ?
GBA enhancer: -46

What do the screens show for `CCOc1ccccc1NC(=O)c1cc(Cl)ccc1NC(=O)c1ccco1`?
GBA enhancer: -29

What do the screens show for `CCc1ccc2[nH]c(=O)c(CN(Cc3nnnn3C3CCCC3)C3CCCCC3)cc2c1`?
GBA enhancer: 0

How did Cc1cc(C)nc(SCc2nnc(SCC(=O)OC3CCCCC3)o2)n1 do in these assays?
GBA enhancer: -16

Results for COCc1nnc(NC(=O)CCC2CCCCC2)s1 ?
GBA enhancer: -23

What do the screens show for `O=C(Oc1nsnc1N1CCOCC1)N1CCCCC1`?
GBA enhancer: -67

How did Cc1c(C#N)c2ccccc2n1CC(=O)NCc1cccnc1 do in these assays?
GBA enhancer: 40

How did COCCSc1nnc(NC(=O)C2CCCO2)s1 (stereo not given) do in these assays?
GBA enhancer: 4

How did COc1ccc(C(CC(=O)O)NC(=O)C2CCCCC2)cc1 (stereo not given) do in these assays?
GBA enhancer: -37

Results for COC(=O)NC1CCS(=O)(=O)C1 (stereo not given) ?
GBA enhancer: -22

What do the screens show for `CCOc1ccccc1C1C(C#N)=C(SCC(=O)OC)NC(=O)C1C(=O)OC` (stereo not given)?
GBA enhancer: 3

Results for Cc1cc(NC(=O)c2cccc(S(=O)(=O)N3CCCC3)c2)no1 ?
GBA enhancer: -12
